Screening results (PubChem BioAssay)
Candida biofilm – clotrimazole potentiators killing Candida biofilms, primary screen, with clotrimazole, Alamar Blue; C. albicans biofilm + clotrimazole; inhibition, % at 6 µM; actives 0.14% (n = 85,000); AID 834, 2007;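 active means inhibition above 20%; inactive means inhibition below 20%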;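 further: preformed 24 hr biofilms exposed to compound for 48 hr; 0% = biofilm without compound and 100% = blank killed by clotrimazole plus chlorhexidine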
CYP2C9 activ – human CYP2C9 activators, primary screen, biochemical, luminescence | recombinant CYP2C9, luciferin-H conversion; active compounds read high; factor 1 = untreated enzyme, 0 = blocked | activation factor at 5 µM | actives 1.4% (n = 96,000);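 active means activation factor of 2 or more for CYP2C9 at a 5 µM dose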;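 further: 0 = sulfaphenazole-blocked wells and 1 = vehicle-only wells; values of inactives mirror those of a sister screen read the other way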
Target sequence (P11712 whole entry, looked up): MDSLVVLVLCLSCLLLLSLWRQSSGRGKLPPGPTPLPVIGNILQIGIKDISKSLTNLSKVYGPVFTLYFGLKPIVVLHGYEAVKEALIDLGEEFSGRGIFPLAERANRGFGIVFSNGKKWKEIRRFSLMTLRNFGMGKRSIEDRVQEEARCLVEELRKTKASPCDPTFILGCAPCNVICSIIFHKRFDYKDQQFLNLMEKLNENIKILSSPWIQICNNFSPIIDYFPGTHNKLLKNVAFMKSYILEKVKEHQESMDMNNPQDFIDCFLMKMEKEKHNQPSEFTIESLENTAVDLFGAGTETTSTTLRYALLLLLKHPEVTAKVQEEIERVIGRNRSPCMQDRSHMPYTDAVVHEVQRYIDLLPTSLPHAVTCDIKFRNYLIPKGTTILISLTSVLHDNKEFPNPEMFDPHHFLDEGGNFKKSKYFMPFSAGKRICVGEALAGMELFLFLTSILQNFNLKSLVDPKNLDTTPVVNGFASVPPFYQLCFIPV
CYP2C19 inhib – blockers of cytochrome P450 2C19 activity – biochemical, luminescence, ADME assay, primary screen; P33261; CYP2C19 Supersomes, luciferin-H EGE luminescence, 30 min; inhibition, % at 5 µM; actives 21% (n = 96,000);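 active means CYP2C19 inhibition above a set limit at 5 µM in the primary screen, cut at about 50% in these data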;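 further: plate controls were negative control wells for no effect and 2.5 mM tranylcypromine positive control for full effect; values of inactives mirror those of a sister screen read the other way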
Target sequence (P33261 whole entry, looked up): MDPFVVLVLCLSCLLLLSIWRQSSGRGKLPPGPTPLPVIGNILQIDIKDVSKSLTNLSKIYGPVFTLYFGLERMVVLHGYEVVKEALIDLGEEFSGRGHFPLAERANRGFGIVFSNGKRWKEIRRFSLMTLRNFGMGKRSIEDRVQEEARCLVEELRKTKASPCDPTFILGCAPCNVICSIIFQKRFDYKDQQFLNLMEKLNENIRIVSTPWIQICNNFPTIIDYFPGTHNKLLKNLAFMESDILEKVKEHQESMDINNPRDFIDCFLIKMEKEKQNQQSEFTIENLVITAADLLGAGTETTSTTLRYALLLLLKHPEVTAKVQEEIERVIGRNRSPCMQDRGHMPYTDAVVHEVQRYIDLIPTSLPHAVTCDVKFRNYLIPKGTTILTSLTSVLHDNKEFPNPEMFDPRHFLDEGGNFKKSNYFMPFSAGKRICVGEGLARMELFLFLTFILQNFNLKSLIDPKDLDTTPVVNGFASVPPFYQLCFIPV
TNFa cytotox – cytotoxicity in TNFa-stimulated HUVEC, primary screen, cytotoxicity control for VCAM1 expression modulator project, imaging, Hoechst nuclei count; HUVEC TNFalpha-stimulated, Hoechst cell count; cell count reduction, % at 2 µM; actives 0.17% (n = 93,000); AID 848, 2007;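 active means cell count reduction exceeding the screen mean by over 5 SD, scaled to untreated wells per plate, cut at about 78% in these data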;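 further: cells counted after 24 h of TNF alpha exposure following the 1 h pretreatment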
CYP2C9 inhib – blockers of cytochrome P450 2C9 activity – biochemical, luminescence, ADME assay, primary screen; AID 777, 2007; CYP2C9 Supersomes, luciferin-H conversion; inhibition, % at 5 µM; P11712; actives 20% (n = 96,000);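 active means blocking of liver enzyme CYP2C9 beyond about 50% at 5 µM, limit read from the data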; further: values of inactives mirror those of a sister screen read the other way
DAT uptake mod – changed hDAT dopamine uptake under cocaine IC80, either direction, primary screen, cocaine antagonist project, cell-based, LLC-PK1 hDAT, [14C]-dopamine uptake, MLSMR | Sodium-dependent dopamine transporter (Homo sapiens), Q01959 | LLC-PK1 hDAT cells, [14C]-dopamine uptake with cocaine IC80; actives deviate in either direction | B-score at 10 µM | actives 1.3% (n = 110,000);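 active means Z score or B-score, a plate-position-corrected score, falls beyond the plate's 99.7% confidence bounds, in either direction; inactive means both scores lie inside the 99.7% bounds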;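 further: scored against the spread of the other compound wells on the same plate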
CYP2C19 activ – human CYP2C19 activators, primary screen, biochemical, luminescence. activation factor at 5 µM. 96,000 tested, under 10 active. Cytochrome P450 2C19 (Homo sapiens), P33261. AID 1025, 2008. recombinant CYP2C19, luciferin-H EGE luminescence; active compounds read high; 0 = fully inhibited enzyme, 1 = untreated enzyme;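 active means activation factor of at least 2 at 5 µM in the primary screen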;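 further: 0 = wells with 2.5 mM tranylcypromine and 1 = vehicle-only wells; values of inactives mirror those of a sister screen read the other way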
VCAM1 TNFa inh – inhibitors of TNFa-induced VCAM1 expression, primary screen, imaging, HUVEC, TNFa stimulus, immunofluorescence. actives 0.48% (n = 95,000). inhibition, % at 2 µM. AID 802, 2007. HUVEC TNFa-induced VCAM-1 immunofluorescence, high-content imaging;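 active means inhibition above the batch mean plus 3 SD, with images confirmed as a hit by eye, cut at about 37% in these data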;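 further: 0% = TNF-stimulated DMSO wells and 100% = unstimulated control wells; not every result past the cut was called active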
IL1B cytotox – cytotoxicity in IL-1B stimulated HUVEC, primary screen, cytotoxicity control for IL-1B NFkB translocation project, imaging, Hoechst nuclear count, IL-1B stimulus. AID 845, 2007. cell count reduction, % at 2 µM. HUVEC cell count loss. actives 0.41% (n = 94,000);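 active means cell count reduction more than 3 SD above the screen-wide mean, cut at about 70% in these data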;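 further: normalized per plate to untreated control cells as the no-loss baseline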
Starred values were filed as active, the others as inactive; . = no result given.

entry	canonical_smiles	Candida biofilm	CYP2C9 activ	CYP2C19 inhib	TNFa cytotox	CYP2C9 inhib	DAT uptake mod	CYP2C19 activ	VCAM1 TNFa inh	IL1B cytotox
1	CCOC(=O)N1CCN(C(=O)Cn2ncc3c2-c2ccccc2OC3)CC1	13.0	1.1	-11.0	-9.7	-7.4	-0.0024	1.1	8.6	18.1
2	Cc1nc2c([nH]1)C1(CCN(Cc3ccccc3)CC1)C(C#N)=C(N)O2	.	0.9	18.1	-11.3	14.3	-0.475	0.8	11.5	3.0
3	N#Cc1nc(-c2ccc(OCc3ccc(Cl)cc3)cc2)oc1N1CCOCC1	7.0	1.1	-12.3	-34.3	-7.0	-0.696	1.1	-15.4	-9.8
4	O=[N+]([O-])c1ccc(N2CCN(S(=O)(=O)c3ccccc3)CC2)cc1NCc1cccnc1	.	0.6	9.8	-13.5	36.1	-0.482	0.9	0.2	34.7
5	Cc1c(C)[n+](=O)c(-c2ccc(F)cc2)c(C)n1[O-]	2.5	1	13.4	52.4	-1.1	0.0426	0.9	2.9	-2.3
6	COc1cc(C2C(C#N)=C(N)OC3=C2C(=O)CCC3)c([N+](=O)[O-])cc1OC (stereo unspecified)	.	1	-12.0	4.9	-0.5	-0.0102	1.1	-1.3	-50.8
7	Cc1cccc2[nH]c3c(N4CCC5(CC4)OCCO5)ncnc3c12	.	0.8	50.8*	2.4	17.4	0.1	0.5	3.8	-20.7
8	Cc1c(C(=O)Nc2cccc3cccnc23)oc2ccccc12	-3.2	1	-4.7	-45.3	-1.3	-0.486	1	32.9	-90.2
9	CCn1cc2c(c1-c1cccc(C)c1)c(=O)n(C)c(=O)n2C	5.3	1.1	15.3	.	-6.1	-0.485	0.8	.	.
10	CCOC(=O)N1CCN(C(=O)CS(=O)(=O)c2cn(Cc3cccc(F)c3)c3ccccc23)CC1	-0.9	0.9	-8.4	-3.0	9.0	-1.41	1.1	-1.6	13.5
11	CSC1=C(C#N)C(c2ccc(C)s2)CC(=O)N1 (stereo unspecified)	3.1	0.8	17.8	10.1	23.8	-0.0204	0.8	0.3	-5.7
12	Cn1ncc([N+](=O)[O-])c1C(=O)Nc1ccc2c(c1)OCCO2	.	1.2	22.3	5.0	-18.2	-0.398	0.8	14.3	8.2
13	CCCCNC(=O)c1onc(CSc2cccc(OC)c2)c1C(=O)O	.	0.2	12.9	10.5	82.5*	-0.573	0.9	7.9	15.4
14	Cc1nonc1NC(=O)CSc1nc(C2CCCCC2)nc2ccccc12	-3.2	0.5	1.6	0.0	50.1*	1.25	1	24.5	4.6
15	Cc1noc(C)c1COC(=O)c1cccc(S(=O)(=O)N2c3ccccc3CC2C)c1 (stereo unspecified)	6.8	0.2	58.6*	18.5	80.1*	-0.705	0.4	-11.5	-5.3
16	O=C(NCc1cccnc1)c1cn(CCc2ccccc2)nn1	10.6	0.9	39.3	3.6	11.0	0.171	0.6	-1.4	-16.3
17	CC(CN1CCOCC1)OC(=O)C(c1ccccc1)c1ccccc1 (stereo unspecified)	7.3	.	.	-39.4	.	-0.899	.	-22.2	-25.8
18	COc1cccc(CNC(=O)C2CCN(Cc3cnn(-c4ccccc4)c3-n3cccc3)CC2)c1	8.6	0.8	14.4	.	23.5	-0.0636	0.9	17.9	-6.7
19	C/C(=N\NC(=O)Cc1cccn1C)c1cccc2ccccc12	5.2	1	29.9	-28.8	1.3	0.0433	0.7	6.6	7.8
20	COc1ccc(CCn2nnnc2C(c2ccccc2)N2CCN(C)CC2)cc1OC (stereo unspecified)	2.5	1.1	2.7	.	-6.0	-0.404	1	.	.
21	O=c1[nH]c(CSc2nc3ccccc3o2)nc2c1cnn2-c1ccccc1	4.9	0.3	78.4*	.	67.8*	0.489	0.2	.	.
22	CSc1nnc(-c2ccco2)c(-c2ccco2)n1	-2.9	0.6	26.9	-38.7	35.7	-2.26	0.7	-17.4	-1.3
23	CCOC(=O)Cn1c(=O)oc2cc(S(=O)(=O)NCCC(C)C)ccc21	0.0	0.2	47.3	-5.5	80.2*	-0.345	0.5	-13.0	-8.1
24	Cc1ccc(SCCNC(=S)Nc2cc(C)cc(C)c2)cc1	0.5	0.9	50.6*	5.4	7.7	-7.73e-05	0.5	6.2	17.5

Whole records as entered above. Order of values: Candida biofilm | CYP2C9 activ | CYP2C19 inhib | TNFa cytotox | CYP2C9 inhib | DAT uptake mod | CYP2C19 activ | VCAM1 TNFa inh | IL1B cytotox
Cc1ccc(SCCNC(=S)Nc2cc(C)cc(C)c2)cc1 is entered as 0.5 | 0.9 | 50.6* | 5.4 | 7.7 | -7.73e-05 | 0.5 | 6.2 | 17.5
COc1cccc(CNC(=O)C2CCN(Cc3cnn(-c4ccccc4)c3-n3cccc3)CC2)c1 is entered as 8.6 | 0.8 | 14.4 | . | 23.5 | -0.0636 | 0.9 | 17.9 | -6.7
C/C(=N\NC(=O)Cc1cccn1C)c1cccc2ccccc12 is entered as 5.2 | 1 | 29.9 | -28.8 | 1.3 | 0.0433 | 0.7 | 6.6 | 7.8
CSc1nnc(-c2ccco2)c(-c2ccco2)n1 is entered as -2.9 | 0.6 | 26.9 | -38.7 | 35.7 | -2.26 | 0.7 | -17.4 | -1.3

Continued:
entry	canonical_smiles	Candida biofilm	CYP2C9 activ	CYP2C19 inhib	TNFa cytotox	CYP2C9 inhib	DAT uptake mod	CYP2C19 activ	VCAM1 TNFa inh	IL1B cytotox
25	Cc1ccc(C(=O)c2coc3ccc(O)c(CN4CCN(C)CC4)c23)cc1	11.3	1.1	78.5*	-5.9	-11.3	-0.0111	0.2	-2.6	0.0
26	Fc1ccc(Cn2nnnc2CN2CCN(C3CCCCC3)CC2)cc1	4.3	1	17.9	-13.1	1.9	1.09	0.8	8.4	-8.8
27	CCOc1ccc(CCNC(=O)CCCN2C(=O)c3ccccc3C2=O)cc1OCC	.	0.8	3.3	-30.0	19.8	-1.06	1	-7.9	-16.3
28	Cn1ccs/c1=N\S(=O)(=O)c1ccc(C(C)(C)C)cc1	-5.0	0.3	65.0*	35.0	67.2*	1.05	0.3	2.8	33.9
29	Cc1onc(-c2ccccc2Cl)c1C(=O)NCCCN1CCOCC1	2.7	0.7	-4.1	-14.1	25.7	-0.516	1	13.0	4.8
30	COC(=O)Nc1ccc(S(=O)(=O)N2CCN(C)CC2)cc1	.	0.9	-0.4	-22.7	10.6	-0.311	1	-15.1	-21.8
31	Nc1c(C(=O)NCc2ccco2)sc2nc(N3CCOCC3)c3c(c12)CCCC3	6.8	0.4	-7.2	-7.7	56.5*	1.05	1.1	-2.1	20.7
32	Cc1ccc2ncc([N+](=O)[O-])n2c1	.	1.1	-11.9	-7.7	-7.1	0.0437	1.1	8.8	1.3
33	NC(=O)CN1C(=O)C2C3C=CC(C3)C2C1=O (stereo unspecified)	3.5	1.1	-8.4	-9.8	-5.8	1.92	1.1	10.8	5.8
34	CCCN1/C(=C2/SC(=S)N(CC)C2=O)C=Cc2ccccc21	1.4	0.9	37.4	-13.1	7.9	0.121	0.6	19.7	-7.2
35	Clc1ccc(Cl)c(OCCN2CCOCC2)c1	5.0	1.3	23.2	-50.7	-28.7	-0.612	0.8	1.9	-8.6
36	O=C(Oc1cccnc1)c1ccc(Cl)c(Cl)c1	4.3	1	-10.4	6.5	-2.3	.	1.1	-14.3	-2.0
37	COc1ccc(CN(C(=O)c2ccco2)c2ccc(Br)cc2)cc1OC	4.5	0.1	80.4*	-43.7	89.3*	1.17	0.2	3.6	-40.8
38	COc1ccc(-c2cnn3c(N)c(S(=O)(=O)c4ccccc4)cnc23)cc1	.	1	-18.7	.	1.8	0.256	1.2	.	.
39	CN(Cc1nc(-c2ccncc2)no1)S(=O)(=O)c1ccccc1	6.1	0.3	98.6*	-13.2	72.1*	-0.202	0	8.7	-114.1
40	c1n[nH]c(SCCCCSc2ncn[nH]2)n1	2.7	0.6	34.8	-7.6	36.4	0.0291	0.7	25.2	-11.1
41	CCN(CC)c1nc(SCC(=O)O)nc(N(CC)CC)n1	-1.4	0.9	2.9	7.0	6.0	1.17	1	-8.8	-30.8
42	CCOC(=O)C1CCCN(C(=O)c2cn(C)c3ccc(S(=O)(=O)N(C)C)cc3c2=O)C1 (stereo unspecified)	1.6	0.9	-2.5	-21.2	12.3	-0.919	1	9.1	-54.3
43	CN(C)C(=O)N1CCCC(C(=O)NCc2ccc(F)cc2Cl)C1 (stereo unspecified)	5.7	1	35.5	.	2.6	0.0339	0.6	.	.
44	CCCCOC(=O)Nc1nnc(COc2ccccc2)s1	5.7	0.6	38.6	.	38.4	0.0198	0.6	.	.
45	CC(C)(CNC(=O)c1cc(=O)[nH]c2ccccc12)N1CCOCC1	6.0	0.9	4.2	-20.3	8.0	.	1	-9.3	-104.4
46	COCCNC(=O)c1ccc(C(=O)NCCOC)s1	0.3	0.5	-8.3	-24.1	49.3	-0.746	1.1	11.2	-166.7
47	Cc1ccc(SCc2[nH]nc3c2C(c2cccnc2)C(C#N)=C(N)O3)cc1 (stereo unspecified)	3.0	0.2	30.9	-18.3	77.5*	-0.606	0.7	1.3	-21.8
48	Cc1ccc(C2CC(=O)c3cnc(N4CCN(c5ccccc5)CC4)nc3C2)cc1 (stereo unspecified)	-5.5	0.5	42.6	.	54.5*	0.739	0.6	.	.
49	Cc1cc(=O)[nH]c(-n2nc(C)c(Oc3ccccc3O)c2C)n1	6.2	0.9	5.1	-22.7	12.4	-0.0392	0.9	-17.0	-12.7
50	COc1ccc(-c2noc(CSc3ccccc3)n2)cc1OC	6.1	0.8	31.1	.	20.9	2.12	0.7	.	3.5
51	O=S(=O)(c1cccc2nonc12)N1CCN(c2cccc(Cl)c2)CC1	.	0.9	1.5	-3.2	12.3	0.242	1	-0.8	-18.9
52	Cc1ccc2cc(C#N)c(N3CCN(C)CC3)nc2c1	5.5	.	.	.	.	0.744	.	-23.6	7.5
53	CCCCCNC(=O)C(C)NS(=O)(=O)c1ccc(OC)cc1 (stereo unspecified)	.	0.6	4.2	-25.2	38.9	-0.522	1	3.2	18.4
54	Cc1ccc(N2CCN(c3cc(C)nc4c5c(C)cc(C)nc5nn34)CC2)cc1	8.9	0.7	11.7	.	27.5	.	0.9	.	.
55	O=C(Nc1ccccc1)C1CC2CCCC(C1)C2=O (stereo unspecified)	3.4	0.9	28.7	6.6	6.0	-0.596	0.7	12.2	21.3
56	c1ccc(-c2nc(-c3ccncc3)no2)cc1	-0.1	0.8	93.7*	7.7	22.8	-1.14	0.1	-10.9	-1.4
57	Cc1nnc(SCc2cc(=O)[nH]c(Nc3nc(C)c4ccccc4n3)n2)s1	3.5	.	.	-23.8	.	.	.	25.3	1.3
58	O=C(CSc1nncn1-c1ccccc1)Nc1ccc(N2CCOCC2)cc1	8.0	0.9	-2.5	-5.7	7.2	-0.00897	1	9.4	-6.2
59	CCN1CCN(c2oc(COc3ccc(-c4ccccc4)cc3)nc2C#N)CC1	-1.9	0.2	93.2*	-21.6	81.3*	0.076	0.1	22.5	-12.5
60	O=S(=O)(c1ccccc1)c1nc(-c2ccccc2)oc1N1CCCCC1	6.1	1.2	20.3	-27.5	-22.3	-0.0642	0.8	5.9	5.3
